Htt clearance: clearance of mutant huntingtin inclusions, primary screen, imaging, HeLa Exon1htt(103Q)mCFP, confocal imaging; inhibition, % at 1.5 µM; actives 0.42% (n = 47,000); aggregate imaging; zero = plate's median compound well;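 active = inhibition of aggregate fluorescence above about 70%, also judged a hit by eye on the cell image, limit read from the data, passing the limit was not always enough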;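 note: cells exposed to compound for three days before fixation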
Htt clearance grain fraction: recorded beside Htt clearance, whose call it bears; fraction fluorescence in grains; measured here: aggregate grain fluorescence fraction; hits give low values;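 scaled fraction of total cell fluorescence in grains with unit not stated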
The depositor's hits bear a star; i = inactive. A portion of the library; the hit share may differ from the screen's.

The opening 26 entries as a preview:
SMILES	Htt clearance	Htt clearance grain fraction
Cc1cccc(-c2noc(C3CCCCC3)n2)c1	30	13
CCn1cc(CN(C)C(=O)CSc2nc(-c3ccco3)cc(C(F)(F)F)n2)c(C)n1	-37	26
CCOC(=O)C1=C(C)N=c2s/c(=C/c3ccco3)c(=O)n2C1c1cccc(OC)c1 (configuration not stated)	-34	23
O=C(O)c1ccc(NC(=O)C2(c3ccccc3)CCOCC2)cc1	17	16
CCOc1ccc2nc(SCC(=O)c3ccc(Cl)s3)sc2c1	8	18
Cc1nn(CC(O)COc2ccc3c(c2)CCC3)c(C)c1Br (configuration not stated)	7	37
CCOc1ccc(NS(=O)(=O)c2ccc3[nH]cc(C(=O)NC(C)CC)c(=O)c3c2)cc1 (configuration not stated)	19	33
CCOC(=O)c1sc(=S)n(-c2ccc3c(c2)OCO3)c1N	7	34
O=S(=O)(Nc1ccccn1)c1ccc(Oc2ccccc2)cc1	-21	20
Cc1ccccc1C(=O)N(C)Cc1ccccc1	52	9.4
COc1ccc(C(CC(=O)O)NS(=O)(=O)c2ccc(C)cc2)cc1OC (configuration not stated)	23	14
c1cnc(Oc2ccc(-c3nnco3)cc2)cn1	-68	50
COc1cc(NC(=O)Cc2ccccc2OC)cc(OC)c1	-31	27
O=C(CNS(=O)(=O)c1ccc(Br)s1)NCc1ccc2c(c1)OCO2	10	37
COCC(C)n1c(C)cc(C(=O)COC(=O)c2oc3ccccc3c2C)c1C (configuration not stated)	-12	22
CCOc1cc(NC(=S)NCC(C)C)c(OCC)cc1NC(=O)c1cccs1	-26	49
COCCSc1ccccc1C(=O)Nc1nccs1	36	11
CCOC(=O)Cn1c(=O)c2c(nc(Br)n2CC(=O)OCC)n(C)c1=O	34	23
Cc1ccc(NC(=O)CCN2CCN(C/C=C/c3ccccc3)CC2)cc1C	-21	46
c1cncc(C(c2nnnn2C2CCCC2)N2CCCC2)c1 (configuration not stated)	19	28
COc1ccc(-c2nn(C)c(=O)c3ccccc23)cc1NC(=O)COc1ccccc1	9	27
O=C(CN1C(=O)C2C3C=CC(C3)C2C1=O)Nc1nc2ccccc2[nH]1 (configuration not stated)	14	19
Cc1ccc2c(c1)c1ncnc(N3CCc4ccccc4C3)c1n2C	-64	34
COC(=O)c1ccc(Cc2ccc(C(=O)OC)o2)o1	18	35
CN1CCN(c2oc(COc3ccc(-c4ccccc4)cc3)nc2C#N)CC1	34	30
CCOc1ccc(N(CC(=O)NC(C)(C)C)C(=O)c2ccco2)cc1	5	20

The list itself (from the top)
SMILES	Htt clearance	Htt clearance grain fraction
Cc1cccc(-c2noc(C3CCCCC3)n2)c1	30	13
CCn1cc(CN(C)C(=O)CSc2nc(-c3ccco3)cc(C(F)(F)F)n2)c(C)n1	-37	26
CCOC(=O)C1=C(C)N=c2s/c(=C/c3ccco3)c(=O)n2C1c1cccc(OC)c1 (configuration not stated)	-34	23
O=C(O)c1ccc(NC(=O)C2(c3ccccc3)CCOCC2)cc1	17	16
CCOc1ccc2nc(SCC(=O)c3ccc(Cl)s3)sc2c1	8	18
Cc1nn(CC(O)COc2ccc3c(c2)CCC3)c(C)c1Br (configuration not stated)	7	37
CCOc1ccc(NS(=O)(=O)c2ccc3[nH]cc(C(=O)NC(C)CC)c(=O)c3c2)cc1 (configuration not stated)	19	33
CCOC(=O)c1sc(=S)n(-c2ccc3c(c2)OCO3)c1N	7	34
O=S(=O)(Nc1ccccn1)c1ccc(Oc2ccccc2)cc1	-21	20
Cc1ccccc1C(=O)N(C)Cc1ccccc1	52	9.4
COc1ccc(C(CC(=O)O)NS(=O)(=O)c2ccc(C)cc2)cc1OC (configuration not stated)	23	14
c1cnc(Oc2ccc(-c3nnco3)cc2)cn1	-68	50
COc1cc(NC(=O)Cc2ccccc2OC)cc(OC)c1	-31	27
O=C(CNS(=O)(=O)c1ccc(Br)s1)NCc1ccc2c(c1)OCO2	10	37
COCC(C)n1c(C)cc(C(=O)COC(=O)c2oc3ccccc3c2C)c1C (configuration not stated)	-12	22
CCOc1cc(NC(=S)NCC(C)C)c(OCC)cc1NC(=O)c1cccs1	-26	49
COCCSc1ccccc1C(=O)Nc1nccs1	36	11
CCOC(=O)Cn1c(=O)c2c(nc(Br)n2CC(=O)OCC)n(C)c1=O	34	23
Cc1ccc(NC(=O)CCN2CCN(C/C=C/c3ccccc3)CC2)cc1C	-21	46
c1cncc(C(c2nnnn2C2CCCC2)N2CCCC2)c1 (configuration not stated)	19	28
COc1ccc(-c2nn(C)c(=O)c3ccccc23)cc1NC(=O)COc1ccccc1	9	27
O=C(CN1C(=O)C2C3C=CC(C3)C2C1=O)Nc1nc2ccccc2[nH]1 (configuration not stated)	14	19
Cc1ccc2c(c1)c1ncnc(N3CCc4ccccc4C3)c1n2C	-64	34
COC(=O)c1ccc(Cc2ccc(C(=O)OC)o2)o1	18	35
CN1CCN(c2oc(COc3ccc(-c4ccccc4)cc3)nc2C#N)CC1	34	30
CCOc1ccc(N(CC(=O)NC(C)(C)C)C(=O)c2ccco2)cc1	5	20
CCN1C=C(C(=O)OC)C(c2cccc(C)c2)C(C(=O)OC)=C1	3	31
CCOC(=O)N1CCN(S(=O)(=O)c2ccc3c(c2)OCC(=O)N3)CC1	71*	5.3*
O=C(OCc1nc2ccccc2s1)c1cccs1	-28	25
COc1ccc(NC(=O)c2cccnc2N2CCCCC2)cc1	-18	23
COC(=O)Cn1c(SCc2ccccc2)nc2ccccc21	-61	29
CCSc1nc2c(c(=O)[nH]1)C(c1ccncc1)C(C(=O)OC)=C(C)N2 (configuration not stated)	4	34
CCOC(=O)C1CCN(c2c(NCCCN3CCN(Cc4ccccc4)CC3)c(=O)c2=O)CC1	-23	37
CC1=Nn2c(nnc2-c2n[nH]c3c2CCC3)SC1	-55	58
CCCCCCSc1nc2c(c(=O)[nH]c(=O)n2C)n1C	-41	52
Nc1nc(-c2ccccc2)cc(-c2ccccc2O)n1	30	24
O=c1c(-c2ccccc2)n[nH]c2ccccc12	17	18
COc1ccc2cc(Br)ccc2c1CC(=O)NC1CC(C)(C)NC(C)(C)C1	-14	43
CCOC(=O)C1CCN(C(=O)Nc2cccc(Cl)c2)CC1	52	9.3
COc1ccccc1NC(=O)c1ccc(S(=O)(=O)N(C)C)cc1	14	43
COc1cc2c(cc1NC(=O)CSc1ccc(C)cc1)oc1ccccc12	-37	42
Cc1cccc(NC(=O)CSc2nnc(-c3ccco3)o2)c1C	-25	25
Cc1[nH]c2ccccc2c1Cc1nnc(SCc2ccccc2)o1	26	27
N#Cc1c(NC(=O)CN2C(=O)c3ccccc3C2=O)oc(-c2ccccc2)c1-c1ccccc1	-18	21
CCCCNC(=O)c1ccc2c(c1)ncn2C1CCCC1	44	18
COC(=O)c1ccc(COc2ncnc3c(Cl)cc(Cl)cc23)o1	28	16
Cc1ccc2ncc(NC(=O)c3ccc(F)cc3)c(=O)n2c1	-55	59
CN(Cc1ccccc1)C(=O)C1CCCN(Cc2ccc(Cl)cc2)C1 (configuration not stated)	49	22
CCCCS(=O)(=O)NC1=NCN(Cc2ccco2)CN1	-81	73
Cc1nc2ccc(Nc3nc4cc(S(=O)(=O)N5CCOCC5)ccc4o3)cc2s1	4	35
CCCn1c(SCC(=O)NCCc2ccccc2)nnc1-c1cccnc1	-15	40
O=C(N1CCCCCC1)N1CCN(C(=O)N2CCOCC2)CC1	-1	20
Cc1cnc(NC(=O)c2cc3c(C)nn(-c4ccccc4)c3s2)s1	12	35
Cc1nc2ncnn2c(C)c1CCC(=O)NC(C)CCc1ccco1 (configuration not stated)	-51	30
O=C(CSc1nnnn1-c1ccc(F)cc1)NC1CCCCC1	10	17
CCc1ccc(NC(=O)c2cnn3ccccc23)cc1	30	26
COc1ccc(OC)c(NC(=O)C2CCCN(S(=O)(=O)c3c(C)noc3C)C2)c1 (configuration not stated)	-2	29
CCc1c(O)cc2n(c1=O)-c1ccccc1C2(C)C	-38	28
CC(C)(C)n1nc2c(c1NC(=O)CCCc1ccccc1)CS(=O)C2 (configuration not stated)	0	52
CCS(=O)(=O)N1CCC(C(=O)NCc2ccco2)CC1	4	20

(next part)
SMILES	Htt clearance	Htt clearance grain fraction
COc1cccc(C2(O)CCN(C(=O)C3CC3)CC2)c1	24	26
Cc1nn2c3ccccc3n(Cc3ccccc3)c2nc1=O	-66	33
Cc1nc2ncnn2c(C)c1CCC(=O)O	4	17
CC(=O)Nc1ccc(S(=O)(=O)NCCC(=O)OCCN2C(=O)c3ccccc3C2=O)cc1	5	20
CCC(C)(NC(=O)c1ccc(=O)[nH]c1)C(=O)NC1CCCC1 (configuration not stated)	26	23
O=C1CC(NC23CC4CC(CC(C4)C2)C3)C(=O)N1c1ccc2c(c1)OCO2 (configuration not stated)	5	35
COc1ccc(/C(O)=C2/C(=O)C(=O)N(Cc3ccco3)C2c2cccs2)cc1 (configuration not stated)	-23	50
O=C1c2ccccc2C(=O)N1CCc1nc2ccccc2c(=O)n1CCCn1ccnc1	-47	32
COc1ccccc1-c1cc(C(F)(F)F)nc(N2CCCCC2)n1	22	15
Cc1oc(-c2ccccc2F)nc1CS(=O)(=O)CC(=O)NCCCN1CCc2ccccc2C1	0	31
CCOc1cc(NC(=O)C2CCCCC2)c(OCC)cc1NC(=O)c1ccco1	62	7.4
COC(=O)/C(=C(/F)SCC(C)=O)C(F)(F)F	-8	24
Cc1ccc(-c2nnn(CC(=O)NC3CCN(Cc4ccccc4)CC3)n2)cc1	-22	21
Cc1ccc(-n2ncc3c(=O)n(CC(=O)N4CCCc5ccccc54)cnc32)cc1C	10	17
C=CCSc1nncn1/N=C/c1ccc(OC)cc1	8	31
CCOC(=O)Nc1ccc2c(c1)N(C(=O)CN1CCN(C)CC1)c1ccccc1S2	8	17
CCOc1ccc(C(=O)Nc2ccc(NC(=O)c3ccco3)c(Cl)c2)cc1Br	-9	39
Cc1cccc(OCC(O)Cn2c(=N)n(CCN3CCOCC3)c3ccccc32)c1 (configuration not stated)	-11	21
COc1ccc(Cc2nnc(NC(=O)C3CCCO3)s2)cc1 (configuration not stated)	14	19
COC(=O)c1ccc(-n2nnnc2SCc2nn[nH]n2)cc1	-8	20
O=C(CCn1c(=O)oc2ccccc21)Nc1ccccc1	11	27
Cc1nnc(NC(=O)CSc2nc3c(c(=O)n2C)SC(C)C3)s1 (configuration not stated)	35	20
Cn1c2c(c(=O)n(C)c1=O)C(c1cccc([N+](=O)[O-])c1)Nc1ccccc1O2 (configuration not stated)	5	38
N#Cc1c(N2CCOCC2)nc(N2CCCCC2)c2c1CCN(C1CCCCC1)C2	-29	30
Cc1ccc(S(=O)(=O)N(CC(=O)NC2CCCCCC2)c2ccccc2F)cc1	-13	27
COc1ccc(CNC(=O)C(c2cccs2)N(Cc2ccco2)C(=O)Cc2cccs2)cc1 (configuration not stated)	17	15
O=C(COC(=O)c1ccncc1)NCc1ccccc1	-13	23
CCc1ccccc1NC(=O)/C(=C/c1ccco1)c1ccccc1	-10	19
Cc1ccc(N2C(=O)C(Cl)=C(N3CCN(C)CC3)C2=O)c(C)c1	-50	28
Cc1ccccc1-c1nc(Cc2ccc(Cl)cc2)no1	-63	72
CCN(CC)S(=O)(=O)N1CCC(C(=O)NC(C)CCc2ccccc2)CC1 (configuration not stated)	31	25
COc1ccc(C(=O)N/C(N)=N/c2nc3ccccc3o2)cc1	-9	47
Cc1cccc(NC(=O)CSC(N)=O)c1C	31	12
Cc1cc(C)c(C(=O)c2ccc(C(=O)N(C(C)C)C(C)C)cc2)c(C)c1	i	267
CCCS(=O)(=O)Nc1c(C(=O)O)[nH]c2ccccc12	-12	20
CC(C)Cc1ccc(C#N)c(SCC(N)=O)n1	3	42
CCc1nc(-c2cc3ccc(C)cc3[nH]c2=O)no1	-20	44
Cc1cccc(C)c1NC(=O)C/C(N)=N/O	-26	26
CCOC(=O)C1CCN(C(=O)C2CC(=O)N(c3ccc(C)cc3)C2)CC1 (configuration not stated)	-70	32
O=C(Nc1ccc2c(c1)OCO2)N1CCOCC1	53	8
CC(C)(C)c1cc(Cc2ccccc2)[nH]n1	-8	22
CCCCCOC(=O)Cc1c(C)nc(-c2ccccc2)[nH]c1=O	1	40
C=CCOC(=O)C1=C(C)NC(C)=C(C(=O)OCC=C)C1/C=C/c1ccccc1	14	29
Cn1nnc(NCc2cc(Br)ccc2OCc2cccs2)n1	54	7.8
CC(=O)N1CCc2cc(S(=O)(=O)CCC(=O)O)ccc21	7	18
CC(=O)N1C(c2ccccc2)CC(=O)OC1c1ccc2c(c1)OCO2 (configuration not stated)	-19	24
CC(=O)NC(C)C(=O)OCC(=O)Nc1ccc(Br)cc1 (configuration not stated)	25	28
COc1ccc(-c2[nH]c(-c3ccc(C)cc3)nc2SCC(=O)NCc2ccco2)cc1OC	11	42
CC(C)CCN1CCNC(=O)C1CC(=O)Nc1ccc(F)cc1 (configuration not stated)	-32	46
O=C1CCc2cc(S(=O)(=O)N3CCN(Cc4ccc5c(c4)OCO5)CC3)ccc2N1	-57	54
CCOC(=O)C(Cc1ccccc1)NC(=O)CNC(C)=O (configuration not stated)	32	24
Cc1nc2cc(NC(=O)Nc3ccc(N4CCOCC4)cc3)ccc2n1C	5	20
CC(=O)c1cc2c(=O)c3cc(C)ccc3oc2nc1C	3	38
CCn1c(=O)cc(OCC(=O)NCC2CCCO2)c2ccccc21 (configuration not stated)	2	17
CCOC(=O)n1c(=O)oc2cc(S(=O)(=O)N3CCCCC3)ccc21	3	20
COc1ccc(-c2noc(C(C)n3nc(C)c([N+](=O)[O-])c3C)n2)cc1OC (configuration not stated)	4	37
Cc1cc(OCC(=O)N2CCOCC2)c(C(C)C)cc1Cl	-9	19
COc1ccccc1OCC(=O)NCc1ccco1	-5	37
S=C(c1cccs1)N1CCCC1	38	12
CCn1c(CNc2nc(-c3ccccc3)cs2)nnc1SCC(=O)NCc1ccco1	-16	43

Next structures follow:
SMILES	Htt clearance	Htt clearance grain fraction
CCN(CC)CCCn1c(=S)[nH]c2ccc(Cl)cc2c1=O	12	19
CC1CN(C(=O)CSc2ncnc3sccc23)CC(C)O1 (configuration not stated)	-16	23
CNC(=O)Nc1ccc(Cl)cc1	-32	52
CCC1SC(N)=NC1=O (configuration not stated)	-33	25

High-throughput results deposited in PubChem BioAssay by Columbia University Molecular Screening Center.
